Screening results deposited in PubChem BioAssay by several laboratories.
BB579 growth dn: reduces growth of yeast BB579 in restrictive medium. S. cerevisiae BB579 growth, OD615, 48 h. inhibition, % at 10 µM. hit rate 0.51% among 140,000. AID 804;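 active = inhibition above a set limit, 3 SD over the mean compound inhibition, cut at about 44% in these data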; note: inactives centre near -24
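controls = amphotericin B 10 µg/mL, positive | assay system = DeaD yeast strain BB579 | schedule = 48 h compound exposure at 30 °C after 4 h preincubation | detection = OD615 turbidity measurement | medium = restrictive CSMM-D medium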
GALR2 blocker: antagonists of human galanin receptor 2 (GALR2) | O43603 | GALR2-expressing cells, antagonist mode | inhibition, % at 4 µM | hit rate 0.39% among 140,000 | AID 828; in the data active = inhibition above about 27%;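 note: cells stimulated with galanin 1-16 at roughly its EC80; 0% = agonist challenge control and 100% = basal control without agonist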
Target sequence (O43603 whole entry, looked up): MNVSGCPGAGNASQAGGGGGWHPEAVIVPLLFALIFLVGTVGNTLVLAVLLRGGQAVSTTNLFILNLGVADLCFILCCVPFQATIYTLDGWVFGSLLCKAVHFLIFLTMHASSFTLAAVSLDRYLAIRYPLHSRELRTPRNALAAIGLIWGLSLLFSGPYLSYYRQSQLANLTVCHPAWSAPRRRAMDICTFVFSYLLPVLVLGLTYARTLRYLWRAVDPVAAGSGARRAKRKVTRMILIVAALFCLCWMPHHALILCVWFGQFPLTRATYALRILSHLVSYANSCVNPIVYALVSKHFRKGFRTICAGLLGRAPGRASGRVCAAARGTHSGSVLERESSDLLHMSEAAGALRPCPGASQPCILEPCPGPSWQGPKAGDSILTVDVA
Phagocyt inh: blocks phagocytosis by macrophages. J774A.1 macrophage IgG-bead phagocytosis, imaging. inhibition, % at 5 µM. hit rate 0.07% among 110,000;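 active = inhibition above the mean of the plate negative controls plus 5 SD, cut at about 13% in these data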;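 note: phagocytic index as fraction of beads internalized from green versus red external bead signal; plate controls were DMSO negative control for no effect and cytochalasin-D positive control for full effect; some results beyond the cut were filed as inactive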
Measles CPE: protection of cells from measles virus. protection (pct of control), % at 4 µM. Measles virus-infected cells, CPE protection, absorbance. hit rate 1.5% among 140,000; in the data active = protection mostly above about 24%, no sharp cut-off; inactive = mostly below about 26%; note: some compounds called inactive have numbers as strong as hits
NPY Y2 blocker: blocks the human neuropeptide Y Y2 receptor; P49146; NPY-Y2 expressing cells, antagonist mode; inhibition, % at 2.7 µM; hit rate 0.99% among 140,000; AID 793; in the data active = inhibition above about 17%;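 note: 0% = vehicle with agonist challenge and 100% = reference antagonist with challenge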
Target sequence (P49146 whole entry, looked up): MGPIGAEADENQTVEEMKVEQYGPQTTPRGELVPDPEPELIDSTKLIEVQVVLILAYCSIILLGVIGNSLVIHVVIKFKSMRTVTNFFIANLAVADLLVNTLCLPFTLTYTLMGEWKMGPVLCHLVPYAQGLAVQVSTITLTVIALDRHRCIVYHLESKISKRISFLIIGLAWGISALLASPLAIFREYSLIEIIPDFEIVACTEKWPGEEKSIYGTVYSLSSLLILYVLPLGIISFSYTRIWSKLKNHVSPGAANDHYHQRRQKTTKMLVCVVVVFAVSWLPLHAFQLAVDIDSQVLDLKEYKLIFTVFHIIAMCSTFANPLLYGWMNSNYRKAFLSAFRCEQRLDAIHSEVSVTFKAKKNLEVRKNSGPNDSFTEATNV
MRP1 act: MRP-1 activation. hit rate 0.61% among 140,000. AID 799. H69AR cells + doxorubicin, viability rescue, CellTiter-Glo. viability increase, % at 10 µM;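 active = viability gain under doxorubicin at or above a set limit, the compound median plus 3 SD, cut at about 4.7% in these data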;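 note: MRP-1 overexpressing cells given doxorubicin 25 µM after compound pretreatment; 18-22 h compound pretreatment then 72 h with doxorubicin before readout; 0% = doxorubicin-only wells and 100% = vehicle-treated cells without doxorubicin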
HCT116 PTEN-null: PTEN-deleted cell growth suppression | hit rate 1.2% among 140,000 | AID 827 | viability, % at 10 µM | HCT116 PTEN-null viability, CellTiter-Glo, 60 h; hits give low values;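 active = viability at or below a set limit, 4 SD under the median of all tested compounds, cut at about 3.7% in these data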;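 note: PTEN knockout HCT116 line with beta catenin targeted HCT116 as companion control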
bCat KO growth: beta-catenin-lacking colon tumor cell growth suppression. viability, % at 10 µM. hit rate 1.5% among 140,000. HCT116 beta-catenin knockout viability, CellTiter-Glo, 60 h; hits give low values;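 active = viability at or under a set limit, the compound median less 4 SD, cut at about 6% in these data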;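 note: 0% = Hyamine 1622 control at 20 µM and 100% = untreated cell control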
E-sel TNF inh: blocks E-selectin expression induced by TNF alpha. inhibition, % at 2 µM. AID 1246. hit rate 0.71% among 120,000. HUVEC TNFa-induced E-selectin immunofluorescence, high content;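 active = inhibition above the batch mean plus 3 SD, and confirmed as a hit on visual image review, cut at about 43% in these data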;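 note: 0% = TNF-stimulated DMSO wells and 100% = unstimulated control wells; not every result past the cut was called active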
Yeast life ext: yeast lifespan extension; inhibition of the nicotinamide effect, % at 10 µM; hit rate 0.68% among 130,000; S. cerevisiae growth with nicotinamide, OD615; deaD strain in restrictive glucose medium;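 active = inhibition above a set limit, placed 3 SD over the median of all compounds, cut at about 26% in these data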;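 note: 0% = nicotinamide-treated wells and 100% = cells grown without nicotinamide; some compounds called inactive have numbers as strong as hits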
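Test system – modified budding yeast, DeaD strain · Compound – single dose 10 µM compound, 0.25% DMSO · Times – culture preincubation 4 h, compound exposure 48 h, both 30 °C · Detection – optical density (absorbance) at 615 nm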
Numbers without * were called inactive; · = no result given.

Preview, eleven compounds:
SMILES | BB579 growth dn | GALR2 blocker | Phagocyt inh | Measles CPE | NPY Y2 blocker | MRP1 act | HCT116 PTEN-null | bCat KO growth | E-sel TNF inh | Yeast life ext
COc1ccc(C(=O)NC(C)c2nnc(SCC(=O)Nc3nc(C)cs3)n2C)cc1 (configuration not stated) | 1 | -6 | · | 4 | 0 | -0.8 | 91 | 98 | -3 | -2
Cc1ncoc1C(=O)Nc1ccccc1C(N)=O | -35 | 3 | 0 | 2 | 0 | -0.6 | 104 | 95 | -9 | -6
CCN(CC(=O)Nc1ccccc1OC)C(=O)COc1ccc2ccccc2c1 | -9 | 16 | 2 | 6 | 15 | -3.8 | 88 | 91 | · | -2
CCCc1nnc(NC(=O)CSc2ncn[nH]2)s1 | -33 | 8 | -1 | 5 | 2 | 3.5 | 105 | 105 | 5 | -2
CC(C)(C)NC(=O)C1CC(=O)OC12CCCCC2 (configuration not stated) | -33 | 7 | -1 | 10 | 3 | 0.0 | 91 | 89 | · | -1
Cc1cc(C)cc(OCC(=O)OCC(=O)c2c(N)n(C)c(=O)n(C)c2=O)c1 | 3 | -1 | -2 | 9 | 1 | -1.7 | 97 | 97 | 12 | -7
CCCCN(Cc1cc2ccccc2[nH]c1=O)C(=O)c1ccccn1 | -22 | -10 | 1 | 40 | 1 | -0.1 | 105 | 101 | 2 | -1
Cc1cc2c(c(=O)o1)C(CC(C)C)C(C#N)=C(N)O2 (configuration not stated) | -7 | 9 | 1 | 11 | -3 | 0.4 | 106 | 100 | 19 | -6
Cc1cc(C)cc(-n2c(O)c(C=NC3CCS(=O)(=O)C3)c3ccccc3c2=O)c1 (configuration not stated) | -7 | -1 | · | 23 | 1 | -3.0 | 68 | 74 | -6 | -16
CCOC(=O)C1CCN(c2c(N3CCCC(C(=O)OCC)C3)c(=O)c2=O)CC1 (configuration not stated) | -24 | -4 | 0 | 12 | 0 | -1.4 | 104 | 101 | · | -7
CCC1(C)Cc2c(sc3[nH]c(=O)[nH]c(=O)c23)CS1 (configuration not stated) | -20 | 0 | 0 | 4 | 2 | -1.8 | 99 | 108 | · | -18

All compounds of this part, previewed entries included:
SMILES | BB579 growth dn | GALR2 blocker | Phagocyt inh | Measles CPE | NPY Y2 blocker | MRP1 act | HCT116 PTEN-null | bCat KO growth | E-sel TNF inh | Yeast life ext
COc1ccc(C(=O)NC(C)c2nnc(SCC(=O)Nc3nc(C)cs3)n2C)cc1 (configuration not stated) | 1 | -6 | · | 4 | 0 | -0.8 | 91 | 98 | -3 | -2
Cc1ncoc1C(=O)Nc1ccccc1C(N)=O | -35 | 3 | 0 | 2 | 0 | -0.6 | 104 | 95 | -9 | -6
CCN(CC(=O)Nc1ccccc1OC)C(=O)COc1ccc2ccccc2c1 | -9 | 16 | 2 | 6 | 15 | -3.8 | 88 | 91 | · | -2
CCCc1nnc(NC(=O)CSc2ncn[nH]2)s1 | -33 | 8 | -1 | 5 | 2 | 3.5 | 105 | 105 | 5 | -2
CC(C)(C)NC(=O)C1CC(=O)OC12CCCCC2 (configuration not stated) | -33 | 7 | -1 | 10 | 3 | 0.0 | 91 | 89 | · | -1
Cc1cc(C)cc(OCC(=O)OCC(=O)c2c(N)n(C)c(=O)n(C)c2=O)c1 | 3 | -1 | -2 | 9 | 1 | -1.7 | 97 | 97 | 12 | -7
CCCCN(Cc1cc2ccccc2[nH]c1=O)C(=O)c1ccccn1 | -22 | -10 | 1 | 40 | 1 | -0.1 | 105 | 101 | 2 | -1
Cc1cc2c(c(=O)o1)C(CC(C)C)C(C#N)=C(N)O2 (configuration not stated) | -7 | 9 | 1 | 11 | -3 | 0.4 | 106 | 100 | 19 | -6
Cc1cc(C)cc(-n2c(O)c(C=NC3CCS(=O)(=O)C3)c3ccccc3c2=O)c1 (configuration not stated) | -7 | -1 | · | 23 | 1 | -3.0 | 68 | 74 | -6 | -16
CCOC(=O)C1CCN(c2c(N3CCCC(C(=O)OCC)C3)c(=O)c2=O)CC1 (configuration not stated) | -24 | -4 | 0 | 12 | 0 | -1.4 | 104 | 101 | · | -7
CCC1(C)Cc2c(sc3[nH]c(=O)[nH]c(=O)c23)CS1 (configuration not stated) | -20 | 0 | 0 | 4 | 2 | -1.8 | 99 | 108 | · | -18
COc1cc(/C=N/OCC(=O)NC2CCCCC2C)ccc1OCc1ccc(Cl)cc1 (configuration not stated) | -21 | 6 | 6 | 17 | 5 | -1.4 | 18 | 11 | -4 | -1
c1ccc(N2CCN(c3nc(-c4ccccn4)nc4ccccc34)CC2)cc1 | -5 | 3 | 2 | 17 | 8 | -5.7 | 10 | 10 | · | -4
O=C1c2ccccc2C(=O)N1Cc1nc2ccccc2c(=O)n1CCCN1CCOCC1 | -41 | 2 | 0 | 2 | 4 | -1.2 | 96 | 90 | · | -6
CS(=O)(=O)N(CC(=O)Nc1ccc2c(c1)OCCO2)Cc1ccccc1 | 0 | 6 | -1 | 27 | 2 | -0.1 | 105 | 100 | -12 | -6
CCOC(=O)C1CCN(Cc2cnc(Oc3ccc(OC)cc3)s2)CC1 | -10 | 6 | · | 1 | 2 | -0.8 | 102 | 91 | 5 | -11
c1ccc2cc(-c3cc4ccccn4c3)ccc2c1 | -39 | 6 | -1 | 14 | 3 | -1.5 | 69 | 77 | 5 | -7
O=C(Cn1cccc1)N1CCc2ccccc21 | -7 | 4 | -4 | 100* | -4 | -1.0 | 100 | 82 | -53 | -9
CCC(C)(C)NC(=O)CN(Cc1cccs1)C(=O)CNS(=O)(=O)c1ccc(C)cc1 | -45 | -5 | -2 | 2 | 3 | -0.1 | 101 | 110 | 2 | -14
COc1ccccc1-c1cc(C(F)(F)F)nc(S(C)(=O)=O)n1 | -1 | 22 | -1 | 1 | 8 | -2.1 | 38 | 2.6* | 37 | 38
Cc1ccc(C)c(N(C(=O)Cn2nnc3ccccc32)C(C(=O)NC(C)(C)C)c2ccsc2)c1 (configuration not stated) | -3 | -5 | · | 8 | -1 | -4.4 | 74 | 65 | · | -12
CCCCC(=O)NC(=S)Nc1c(C)cc(Br)cc1C | -52 | -22 | -3 | 5 | 10 | -2.2 | 105 | 102 | -6 | -5
CC1(C)CC(=O)CC(=O)/C1=N\Nc1c(Cl)cc(Cl)cc1Cl | -23 | 1 | -7 | 9 | 3 | -2.3 | 90 | 83 | 0 | 0
COc1ccc(-c2cc(C(F)(F)F)c3c(n2)sc2c(O)cc(=O)[nH]c23)c(OC)c1 | -14 | -4 | -9 | 4 | 1 | -3.0 | 81 | 95 | · | -2
Cc1ccc(-c2nnn(CC(=O)N(CC(=O)NCC3CCCO3)c3ccccc3)n2)o1 (configuration not stated) | -12 | 5 | · | 11 | 1 | -0.3 | 94 | 95 | 6 | -15
New compounds follow
SMILES | BB579 growth dn | GALR2 blocker | Phagocyt inh | Measles CPE | NPY Y2 blocker | MRP1 act | HCT116 PTEN-null | bCat KO growth | E-sel TNF inh | Yeast life ext
O=c1oc2ccccc2c(NCc2ccccc2F)c1[N+](=O)[O-] | -17 | -9 | -2 | 16 | 3 | -0.8 | 95 | 96 | · | 1
COCC(=O)OCC(=O)Nc1cc(C)c(C)cc1[N+](=O)[O-] | -4 | 11 | 5 | 2 | 2 | -1.7 | 98 | 100 | 4 | -7
O=C(N/N=C/c1cccs1)c1cc(-c2cccc3ccccc23)n[nH]1 | -35 | -2 | -12 | 13 | 4 | -3.2 | 24 | 30 | · | -7
COc1ccc(CCNC(=O)CNCC2CCCO2)cc1OC (configuration not stated) | -44 | 4 | 3 | · | -1 | 0.4 | 99 | 97 | -10 | -3
Cc1cc(C)c2[nH]c(=O)c(C(c3nnnn3CC3CCCO3)N3CCCC(C)C3)cc2c1 (configuration not stated) | -48 | -3 | 0 | 9 | -1 | -3.1 | 84 | 72 | -11 | 51
CCN(CC)c1ccc2c(Cl)cc(=O)oc2c1 | -22 | 22 | · | 6 | 1 | -4.2 | 72 | 82 | -4 | -5
CC(C)(C)n1nnnc1C(c1cccs1)N(Cc1ccc(Cl)cc1)CC1CCCO1 (configuration not stated) | -16 | -8 | 4 | 6 | 28* | -4.2 | 21 | 13 | · | -5
COc1ccc(Cl)cc1S(=O)(=O)Nc1cccc(C(=O)O)c1 | -29 | -15 | 0 | 8 | 3 | 0.7 | 99 | 95 | 2 | -6
CC(=O)N(c1ccc(N(C(C)=O)S(=O)(=O)c2cccs2)cc1)S(=O)(=O)c1cccs1 | -50 | -9 | · | 4 | 2 | -0.7 | 95 | 98 | 41 | -3
Cc1ccc(-c2nnc(SCC#CCOC(=O)c3ccco3)o2)cc1 | -37 | -5 | -1 | 14 | 3 | -1.2 | 98 | 94 | 5 | -12
CC(C)(C)c1nnc(SCC(=O)c2ccccc2)n(N)c1=O | -49 | -4 | -4 | 5 | 0 | -2.2 | 101 | 100 | -4 | -4
N#CC1=C(SCc2ccccc2)NC2=C(C(=O)CCC2)C1c1ccc2c(c1)OCO2 (configuration not stated) | -14 | 9 | -3 | 9 | -1 | -4.2 | 59 | 69 | · | -9
CCC(C)(CC(=O)N(C)CCC#N)c1ccccc1 (configuration not stated) | -40 | -4 | -1 | 26 | 1 | -2.2 | 101 | 103 | -12 | -4
COc1ccc(C(=O)n2c(SC)nc3cc4c(cc32)OCCO4)cc1 | -22 | 2 | 1 | 5 | 3 | -3.4 | 89 | 105 | -26 | -14
CCOC(=O)c1[nH]c(C)c(CN(Cc2ccco2)C(=O)C(F)(F)F)c1C | -20 | 11 | 0 | 8 | 4 | -0.2 | 75 | 73 | 9 | -3
CC(/C=C/c1ccccc1)=N/NC(=O)CNC(=O)c1ccc2c(c1)OCO2 | -54 | 4 | · | 4 | 1 | -4.1 | 86 | 79 | 3 | -5
COc1ccc(N2CCN(C(CNS(=O)(=O)c3cccs3)c3cccnc3)CC2)cc1 (configuration not stated) | -78 | -12 | 0 | 5 | -1 | -0.6 | 101 | 100 | 14 | -6
C=CCNc1nc(-c2cccc(OC)c2O)nc2ccccc12 | 4 | 4 | -1 | 14 | -3 | -1.5 | 79 | 91 | · | -9
CCOC(=O)c1c(-c2ccc(-c3ccccc3)cc2)csc1NC(=O)CCN1CCOCC1 | 95* | -9 | -1 | 18 | 6 | -7.1 | 21 | 22 | · | -8
CN1CCCC1CCNS(=O)(=O)c1ccc(Br)cc1 (configuration not stated) | 15 | -6 | · | 3 | 6 | -2.2 | 33 | 28 | 1 | ·
CC(=O)c1c(C)[nH]c(C(=O)OC(C)C(=O)Nc2cc(S(=O)(=O)N3CCCCC3)ccc2Cl)c1C (configuration not stated) | -26 | 9 | -3 | 6 | -3 | -2.8 | 15 | 19 | · | 5
O=C(CN(CCO)c1ccccc1)NC12CC3CC(CC(C3)C1)C2 | -29 | -2 | 1 | 5 | 2 | -1.5 | 73 | 79 | · | -7
Cc1nc2c(n1C1CCCCC1)C(=O)c1ccccc1C2=O | -54 | -2 | · | 2 | -1 | -4.6 | 43 | 57 | -12 | -19
